Source: PubChem BioAssay
RXFP1 antag – RXFP1 (human) relaxin receptor antagonism | hit rate 0.59% among 350,000 | HEK293-RXFP1, relaxin-stimulated cAMP HTRF, 30 min; hits give low values | Q9HBX9 | AID 1259400 | activity change, negative = inhibition, % at 57.5 µM;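 active means activity change of -60% or lower, but not beyond a set lower limit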
Target sequence (Q9HBX9 whole entry, looked up): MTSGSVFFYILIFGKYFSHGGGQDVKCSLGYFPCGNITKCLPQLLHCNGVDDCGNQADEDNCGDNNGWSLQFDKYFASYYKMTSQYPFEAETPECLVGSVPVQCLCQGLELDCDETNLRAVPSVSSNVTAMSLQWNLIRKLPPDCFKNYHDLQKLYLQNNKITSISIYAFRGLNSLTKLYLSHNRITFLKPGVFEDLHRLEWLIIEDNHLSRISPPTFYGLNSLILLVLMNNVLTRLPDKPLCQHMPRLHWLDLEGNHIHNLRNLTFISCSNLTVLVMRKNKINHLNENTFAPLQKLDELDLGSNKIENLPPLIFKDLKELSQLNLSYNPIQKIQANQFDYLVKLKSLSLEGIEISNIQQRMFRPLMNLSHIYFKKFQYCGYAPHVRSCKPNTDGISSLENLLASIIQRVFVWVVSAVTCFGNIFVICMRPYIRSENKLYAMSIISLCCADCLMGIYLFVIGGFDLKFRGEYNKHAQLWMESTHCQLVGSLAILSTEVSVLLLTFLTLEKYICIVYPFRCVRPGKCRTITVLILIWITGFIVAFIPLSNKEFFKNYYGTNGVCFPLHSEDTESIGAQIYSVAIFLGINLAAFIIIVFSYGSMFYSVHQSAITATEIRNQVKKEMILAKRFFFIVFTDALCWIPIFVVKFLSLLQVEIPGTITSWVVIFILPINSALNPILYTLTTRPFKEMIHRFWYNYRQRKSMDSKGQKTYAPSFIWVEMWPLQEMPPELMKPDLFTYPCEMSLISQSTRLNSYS
* = called active by the depositor. On the % scale 0 is the no-effect control and ±100 the full control effect. This is a subset. The share of hits here may be higher or lower than overall.

SMILES | RXFP1 antag
Cc1ccnc(NC(=O)CCCc2ccc(N(CCCl)CCCl)cc2)n1 | -7
COc1cc(OC)c([C@H]2C=C(C)[C@H]3C[C@@H]2C3(C)C)c(OC)c1 | -19
O=C1OC(c2ccc(O)c(S(=O)(=O)O)c2)(c2ccc(O)c(S(=O)(=O)O)c2)c2c(Br)c(Br)c(Br)c(Br)c21 | 11
Oc1ccc(CCN2CCCCC2)cc1 | -23
COP(=O)(OC)OC=C(Cl)Cl | -6
C#C[C@]1(O)CC[C@H]2[C@@H]3[C@H](O)C[C@H]4C[C@@H](O)CC[C@]4(C)[C@H]3CC[C@@]21C | 1
C=CCC1(C(C)CC)C(=O)NC(=O)NC1=O (stereo not given) | -23
c1cc2c(c(N3CCNCC3)c1)OCCO2 | 3
NC1(C(=O)O)CCCc2ccc(N(CCCl)CCCl)cc21 (stereo not given) | 10
CCC(=O)OC1CCC2C3CCC4CC(=O)C=CC4(C)C3CCC12C (stereo not given) | -26
c1ccc(-c2ccncc2)cc1 | 10
CC(C)(C)c1ccc(CN2C(=O)CN=C(c3ccccc3)c3ccccc32)cc1 | -9
CC1=C(C)CC2(C(=O)NC(=O)NC2=O)C(C)C1 (stereo not given) | -2
CC1CC=CCC12C(=O)NC(=S)NC2=O (stereo not given) | -5
CNC1(c2ccc(F)cc2)CCCCC1 | -7
C[N+](C)(C)CC1CCCc2ccccc2C1=O (stereo not given) | -11
COc1ccc2c3c1OC1C(O)C=CC4[C@@H](C2)N(C)CC[C@]314 (stereo not given in full) | 12
C[C@]12CCC3C(CC[C@@H]4[C@H]5O[C@H]5CC[C@]34C)C1CC[C@@H]2O (stereo not given in full) | -16
C[C@]12CC[C@H](O)CC1=C([N+](=O)[O-])CC1C2CC[C@@]2(C)C1CC[C@@H]2O (stereo not given in full) | -6
O=C1C=C(N2CC2)c2ccccc2C1=O | -1
CN1CCCC1c1ccc(=O)[nH]c1 (stereo not given) | -2
CC(=O)C1(O)CCC2C3CCC4=C(Cl)C(=O)CCC4(C)C3CCC21C (stereo not given) | -31
CC(=O)CC(c1ccc2c(c1)OCO2)c1c(O)c2ccccc2oc1=O (stereo not given) | -2
CC1CC(C)(O)CC(C(O)CC2CC(=O)NC(=O)C2)C1=O (stereo not given) | -3
Oc1ccc(Cl)cc1 | 9

Fetched one by one from above, six records:
SMILES | RXFP1 antag
c1cc2c(c(N3CCNCC3)c1)OCCO2 | 3
CCC(=O)OC1CCC2C3CCC4CC(=O)C=CC4(C)C3CCC12C (stereo not given) | -26
Oc1ccc(CCN2CCCCC2)cc1 | -23
COc1cc(OC)c([C@H]2C=C(C)[C@H]3C[C@@H]2C3(C)C)c(OC)c1 | -19
O=C1OC(c2ccc(O)c(S(=O)(=O)O)c2)(c2ccc(O)c(S(=O)(=O)O)c2)c2c(Br)c(Br)c(Br)c(Br)c21 | 11
C[C@]12CCC3C(CC[C@@H]4[C@H]5O[C@H]5CC[C@]34C)C1CC[C@@H]2O (stereo not given in full) | -16

Reformatted with each value named: part of the list above.
> c1cc2c(c(N3CCNCC3)c1)OCCO2
  RXFP1 antag = 3
> NC1(C(=O)O)CCCc2ccc(N(CCCl)CCCl)cc21 (stereo not given)
  RXFP1 antag = 10
> CCC(=O)OC1CCC2C3CCC4CC(=O)C=CC4(C)C3CCC12C (stereo not given)
  RXFP1 antag = -26
> c1ccc(-c2ccncc2)cc1
  RXFP1 antag = 10

The listing picks up with the 2 entries that preceded the break.
SMILES | RXFP1 antag
CC1CC(C)(O)CC(C(O)CC2CC(=O)NC(=O)C2)C1=O (stereo not given) | -3
Oc1ccc(Cl)cc1 | 9
CCC(C)C1NC(=O)C2CCCN2C(=O)C(CC(C)C)OC(=O)CCNC(=O)C(C)N(C)C(=O)C(C(C)C)N(C)C1=O (stereo not given) | -5
CCN[C@@H](C)Cc1cccc(C(F)(F)F)c1 | 6
CC(=O)O[C@H]1CCC2C3CC[C@H]4[C@@H](O)[C@H](O)CC[C@]4(C)C3CC[C@@]21C (stereo not given in full) | 0
Cc1ccc(OC(=O)N(C)C[C@H]2OCc3cnnn3CCCC(=O)N([C@@H](C)CO)C[C@H]2C)cc1 | 3
O=C(CCN1CC1)OCCOC(=O)CCN1CC1 | -1
Cc1csc(NC(=O)C(Cl)c2ccccc2)n1 (stereo not given) (tested in a mixture with another compound) | 6
O=C1NC(=S)NC(=O)C1Cc1ccccc1 | -6
O=C1NC(=S)NC(=O)C1c1ccccc1 | -15
c1ccc(CN2Cc3ccccc3-n3nncc3C2)nc1 | 0
CC12CCC(=O)CC1CCC1C2C(=O)CC2(C)C1CCC2(C)O (stereo not given) | -5
O=C(C1CCCCC1)N1Cc2ccccc2-n2nncc2C1 | -6
COc1ccc2c(c1)C(NC(C)=O)CCc1cc(OC)c(OC)c(OC)c1-2 (stereo not given) | -3
C[C@@H]1CN([C@@H](C)CO)C(=O)CCCn2nncc2CO[C@H]1CN(C)C(=O)Oc1cccc2ccccc12 | 10
CN1C(=O)CN=C(c2ccc[nH]2)c2cc(Cl)ccc21 (tested in a mixture with another compound) | 2
CC(Cc1ccccc1)NCCn1cnc2c1c(=O)n(C)c(=O)n2C (stereo not given) | 20
CN1C(=O)CCC2(C)C1=CCC1C2CCC2(C)C1CCC2(C)O (stereo not given) | -12
CCC1CCC(C)N(N=O)C1 (stereo not given) | -10
COc1cc2c(cc1OC)C13CCN4C=C5CCOC6CC(=O)N2C1C6C5CC43 (stereo not given) | -13
CC12CCC(=O)C=C1CCC1C2C(O)CC2(C)C(O)CCC12 (stereo not given) | -8
O=[N+]([O-])c1ccc(N(CCO)CCO)c2c1no[n+]2[O-] | 4
CCS(=O)(=O)C(C)(C)S(=O)(=O)CC | 8
O=C(O)C1C2c3ccccc3C(=O)C1(C(=O)O)c1ccccc12 (stereo not given) | -3
ClCCN(CCCl)c1ccc(C=Cc2ccncn2)cc1 | -5
CC1CN1P(=O)(Oc1ccccc1)N1CC1C (stereo not given) | -5
CC1(C)NC(=S)C(C)(C)N1N=O | 4

Remaining list, next part.
SMILES | RXFP1 antag
Cc1ccc(NC(=O)N2CC2)cc1NC(=O)N1CC1 | 5
O=P(O)(O)CN1CCNCCN(CP(=O)(O)O)CCNCC1 | 10
CC1(C)C(=O)CC[C@@]2(C)C1=CCC1C2CC[C@]2(C)C(=O)CCC12 (stereo not given in full) | -18
c1ccc(C(CN2CCCCC2)c2ccccc2)cc1 | -11
CC(C)NC(C)C | -3
Nc1ncn[nH]1 | 8
O=C1NC(=O)C(Cc2ccccc2)C(=O)N1 | 13
Cc1cc2c(cc1C)NP(=S)(c1ccccc1)N2 | 2
O=C(Cc1ccccc1)OCC(=O)c1ccc(F)cc1 | -3
c1ccc(CCN2CCCCC2)nc1 | -19
Cc1cccc(C(O)(C(=O)O)c2ccccc2)c1 (stereo not given) | -11
CCC1CN2CCc3cc(OC)c(OC)cc3C2CC1CC1NCCc2c1[nH]c1ccc(O)cc21 (stereo not given) | -17
O=C1NC(=O)C(=CCc2ccccc2)C(=O)N1 | -6
C=CCC1=C(C)C(OC(=O)C2C(C=C(C)C)C2(C)C)CC1=O (stereo not given) | -70*
COC1C(C)OC(OC2CC(C)(O)Cc3cc4c(c(O)c32)C(=O)c2c(O)cc3c(c2C4=O)OC2OC3(C)C(O)C(N(C)C)C2O)C(OC)C1(C)OC (stereo not given) | -9
Cc1nc2ccccc2c(=O)n1/N=C/c1cc(Br)cc(Br)c1O | -79*
CCC1([N+](=O)[O-])COP(N)(=O)OC1 (stereo not given) | -9
C[C@]12CCC3C(CC[C@H]4C[C@@H](O)CC[C@]34C)C1CC[C@@H]2O (stereo not given in full) | -23
CCN1CCN(C(=O)COc2ccc3oc4c(c3c2)CCCC4)CC1 | 1
C[C@]12CCC3C(CC[C@H]4C[C@@H](O)CC[C@]34C)C1[C@H]1CN=N[C@H]1[C@@H]2O (stereo not given in full) | -9
CC(NS(C)(=O)=O)c1nnc2n1-c1ccc(Br)cc1C(c1ccccc1Cl)=NC2 (stereo not given) | -15
C[C@]1(O)CCC2C3CC[C@H]4C[C@@H](OC(=O)[C@@H](N)CCCCN)CC[C@]4(C)C3CC[C@@]21C (stereo not given in full) | 5
O=C1NC(=S)NC(=O)C1=Cc1c(Cl)cccc1Cl | -11
COc1ccc(C2C3C=CC(C3)C2C(=O)O)cc1 (stereo not given) | 11
CSc1nc(C)c(Br)c(N2CC2)n1 | -5
COc1ccc(OC)c(CC(C)N)c1 (stereo not given) | 17

An excerpt of these results, with each value named:
SMILES: C=CCC1=C(C)C(OC(=O)C2C(C=C(C)C)C2(C)C)CC1=O (stereo not given)
- RXFP1 antag: -70*
SMILES: COC1C(C)OC(OC2CC(C)(O)Cc3cc4c(c(O)c32)C(=O)c2c(O)cc3c(c2C4=O)OC2OC3(C)C(O)C(N(C)C)C2O)C(OC)C1(C)OC (stereo not given)
- RXFP1 antag: -9
SMILES: Cc1nc2ccccc2c(=O)n1/N=C/c1cc(Br)cc(Br)c1O
- RXFP1 antag: -79*
SMILES: CCC1([N+](=O)[O-])COP(N)(=O)OC1 (stereo not given)
- RXFP1 antag: -9
